Screening data from PubChem BioAssay.
RAD54 branch – blocks human RAD54 Holliday junction branch migration; Q92698; FAM/BHQ fluorescence; inhibition, % at 10.4 µM; actives 0.14% (n = 360,000);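 active = mean normalized replicate activity at least 40 and at least half of replicates scoring 40 or more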;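 also: 0% = median of neutral control wells and 100% = median of positive control wells; inhibitors cause a drop in the FAM fluorescence signal; in these data hits start at about 50%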
S100A4 MyoIIA – blocks human S100A4 binding to myosin IIA peptide; P26447; S100A4/TAMRA-MyoIIA peptide fluorescence polarization; inhibition, % at 10.7 µM; actives 0.14% (n = 360,000); AID 652163;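 active = mean inhibition of at least 70% across replicates, with every replicate also reaching that level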
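Compound dosing: one dose per compound; test system: human S100A4 monomer with TAMRA-labelled myosin IIA peptide; probe or stimulus: TAMRA-labelled myosin IIA heavy-chain peptide probe, 5 nM; medium: HEPES buffer with Ca2+, pH 7.2; schedule: 5 min incubation before reading; benchmarks: neutral control DMSO, positive control TFP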
E-sel inducer – induces E-selectin expression in human endothelial cells. activation, % at 7.58 µM. P16581. HUVEC E-selectin immunofluorescence imaging; normalized: neutral wells 0, TNF-alpha wells 100. actives 0.37% (n = 260,000);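 active = mean E-selectin-positive cell signal at least 10% of the positive control, reached in at least 60% of replicates, without over 20% cell loss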;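 also: in these data hits start at about 27%; measured in HUVEC primary endothelial cells; signal is the percent of cells scored E-selectin positive by PE staining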
Target sequence (P16581 whole entry, looked up): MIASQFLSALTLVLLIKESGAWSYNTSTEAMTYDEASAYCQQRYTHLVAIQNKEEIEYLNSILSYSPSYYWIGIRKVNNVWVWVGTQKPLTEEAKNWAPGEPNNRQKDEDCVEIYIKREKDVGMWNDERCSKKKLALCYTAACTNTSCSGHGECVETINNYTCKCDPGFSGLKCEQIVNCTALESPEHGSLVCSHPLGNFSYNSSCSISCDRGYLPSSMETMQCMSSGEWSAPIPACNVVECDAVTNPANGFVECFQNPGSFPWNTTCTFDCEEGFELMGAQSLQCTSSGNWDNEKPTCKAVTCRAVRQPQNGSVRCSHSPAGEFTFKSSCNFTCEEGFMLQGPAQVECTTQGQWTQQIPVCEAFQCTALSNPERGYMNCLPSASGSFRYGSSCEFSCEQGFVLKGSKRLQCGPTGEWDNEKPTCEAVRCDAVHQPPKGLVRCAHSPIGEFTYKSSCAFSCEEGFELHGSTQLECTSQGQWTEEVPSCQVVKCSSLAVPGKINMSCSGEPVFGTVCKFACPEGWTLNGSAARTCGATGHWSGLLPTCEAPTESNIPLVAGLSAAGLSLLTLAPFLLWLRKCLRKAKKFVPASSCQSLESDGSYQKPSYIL
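Test system – human umbilical vein endothelial cells (HUVEC), E-selectin induction · Input – 3,000 HUVEC seeded per well · Buffer or medium – EGM-2, gelatin · Compound dosing – single-point compound dose · Detection – immunofluorescence imaging · Measure – percent E-selectin-positive cells · Controls – TNF-alpha high, DMSO low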
esBAF inh – SWI/SNF esBAF complex inhibition | mouse ES cells, Bmi1-luciferase knock-in reporter, 24 h; 100% = twice the neutral-well signal | reporter increase, % at 12.5 µM | actives 2% (n = 350,000) | AID 602393; in the data active = activation above about 40%;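 also: 0% = median of the plate's neutral control wells and 100% = double that signal; a rise in the Bmi1 reporter signal indicates esBAF inhibition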
FN deposition inh – fibronectin deposition inhibition; AH1F fibroblasts, Alexa488-fibronectin deposition fluorescence, overnight; inhibition, % at 12.6 µM; actives 0.086% (n = 350,000);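 active = mean inhibition across replicates of 30% or more, regardless of how many single replicates reach that level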;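 also: positive control wells lacked labelled fibronectin entirely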
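test system = AH1F fibroblasts assembling fluorescent fibronectin matrix | quantity = 10000 AH1F cells per well | buffer or medium = DMEM plus 2% serum, read in PBS | doses = single dose, pinned | incubation = 1 h cell attachment, overnight exposure to compound and label | detection = fluorescence at 485 nm excitation, 525 nm emission | read-out basis = inhibition from reduced deposited-fibronectin fluorescence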
Xi reactivation – X-chromosome reactivation activator; AID 743238; actives 0.055% (n = 360,000); activation, % at 7.58 µM; XiGFP mouse fibroblasts, % GFP-positive cells imaging, 3 d; cells co-treated with 5-aza-dC sensitizer; scaled so ellipticine positive control = 100%;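 active = mean normalized replicate activation at least 10% and every replicate at or above 10%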;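 also: 0% = median of on-plate neutral control wells and 100% = ellipticine 6 µM median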
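System: 68-5-11 XiGFP fibroblast line; Timing: 3 days compound exposure; Compound dosing: one concentration, pinned; Benchmarks: positive control ellipticine, 6 µM final; Buffer or medium: DMEM containing 5-aza-dC.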
EWS-Fli inh – blocks EWS/Fli oncoprotein-driven transcription. inhibition, % at 12.6 µM. actives 0.67% (n = 350,000). AID 651661. A673 NR0B1-luciferase reporter, viability-normalised;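 active = mean inhibition of at least 50% after viability correction, with every replicate also passing that limit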;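 also: firefly luciferase signal divided by Alamar Blue viability fluorescence both relative to DMSO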
RAD52 anneal inh – blocks human RAD52 DNA annealing; recombinant RAD52 DNA annealing, FRET fluorescence; inhibition, % at 18.7 µM; actives 0.46% (n = 360,000); AID 651710;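 active = every replicate showing at least 50% inhibition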
Target sequence (P43351 whole entry, looked up): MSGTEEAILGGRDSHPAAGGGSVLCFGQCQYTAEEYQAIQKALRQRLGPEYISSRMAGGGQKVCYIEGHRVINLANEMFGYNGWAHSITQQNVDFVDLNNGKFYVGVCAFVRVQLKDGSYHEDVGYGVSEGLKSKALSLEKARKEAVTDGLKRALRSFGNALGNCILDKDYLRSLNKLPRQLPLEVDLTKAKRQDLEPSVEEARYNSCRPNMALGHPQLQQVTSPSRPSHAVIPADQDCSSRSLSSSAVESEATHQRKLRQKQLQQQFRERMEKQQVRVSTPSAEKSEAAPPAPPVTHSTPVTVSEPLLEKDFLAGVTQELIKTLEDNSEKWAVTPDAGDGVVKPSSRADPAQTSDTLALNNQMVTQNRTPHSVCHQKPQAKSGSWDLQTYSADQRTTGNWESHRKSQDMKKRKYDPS
The depositor's hits bear a star; . = not tested or not shown.

Short forms – A = RAD54 branch; B = S100A4 MyoIIA; C = E-sel inducer; D = esBAF inh; E = FN deposition inh; F = Xi reactivation; G = EWS-Fli inh; H = RAD52 anneal inh
C[C@@H]1CN([C@@H](C)CO)C(=O)c2cc(/C=C/c3ccccc3)cnc2O[C@H]1CN(C)C(=O)Nc1ccccc1F
  A = -24; B = -3; C = 0.0; D = 0; E = .; F = -1.0; G = 0; H = 2

OC[C@@H]1CN(Cc2ccccc2)C[C@H](n2cnc3c(N4CCN(c5ccccc5)CC4)ncnc32)O1
  A = -4; B = -2; C = 0.5; D = -2; E = 4; F = 0.1; G = -5; H = -18

Cc1ccc(/C=N/n2c(C)nc3ccccc3c2=O)o1
  A = .; B = 2; C = .; D = .; E = 5; F = -0.1; G = 1; H = -16

N#CCC(=N)N1CCN(c2ccc(F)cc2)CC1
  A = .; B = 4; C = .; D = .; E = 8; F = 0.0; G = 5; H = -15

COC(=O)[C@]12C[C@H](CC(=O)NCCCCc3ccccc3)C(=O)N(CCC3=CCCCC3)C1=C[C@H](C(C)(C)C)O[C@@H]2C
  A = .; B = -3; C = -0.2; D = .; E = 0; F = 0.0; G = 15; H = -14

C[C@@H]1CN([C@@H](C)CO)C(=O)c2cc(NC(=O)c3ccccc3)ccc2O[C@@H](C)CCCCO[C@@H]1CN(C)Cc1ccncc1
  A = -4; B = 32; C = 0.1; D = -20; E = .; F = 0.1; G = -67; H = -3

CCOC(=O)NC(=S)Nc1cccc(NC(=S)NC(=O)OCC)c1
  A = .; B = 3; C = .; D = .; E = 11; F = 0.1; G = -8; H = -10

COc1ccc(Nc2cc(C)c3c(O)cccc3n2)cc1
  A = 16; B = 3; C = .; D = 57*; E = -8; F = -0.3; G = -89; H = 16

CNC[C@@H]1OCCCC[C@@H](C)Oc2ccc(NS(=O)(=O)c3ccccc3)cc2C(=O)N([C@H](C)CO)C[C@@H]1C
  A = 3; B = 12; C = 0.0; D = -12; E = .; F = -0.5; G = -2; H = -1

Cc1cccc(-c2ccc(NC(=O)C3CCN(CC4CC4)CC3)cc2)c1
  A = -3; B = -1; C = 0.2; D = -10; E = 1; F = 0.2; G = 14; H = -13

CCN(CC(=O)NCc1cccs1)S(=O)(=O)c1cccc(Br)c1
  A = -4; B = -6; C = 1.5; D = 0; E = -12; F = 0.1; G = -2; H = -9

COc1ccc(NC(=O)N(C)C[C@@H]2Oc3ccc(NC(=O)Nc4cccc5ccccc45)cc3CC(=O)N([C@@H](C)CO)C[C@H]2C)cc1
  A = -7; B = 4; C = 0.7; D = 1; E = -2; F = 0.0; G = -4; H = 14

CC(=O)Nc1ccc(NC(=O)COC(=O)c2cc([N+](=O)[O-])ccc2N2CCOCC2)cc1
  A = -3; B = 4; C = 0.5; D = -12; E = 1; F = 0.0; G = .; H = -6

C[C@@H]1CN([C@H](C)CO)C(=O)c2cccc(NC(=O)C3CC3)c2O[C@@H]1CN(C)S(=O)(=O)c1ccc(F)cc1
  A = -5; B = 2; C = 0.0; D = 1; E = 0; F = -1.1; G = 0; H = 11

O=C(CN1CCCCC1)NN(Cc1ccccc1)c1ccccc1
  A = .; B = 1; C = 0.5; D = .; E = 3; F = 0.0; G = 8; H = 3

Retrieved one by one from above, 2 records:
Short forms – A = RAD54 branch; B = S100A4 MyoIIA; C = E-sel inducer; D = esBAF inh; E = FN deposition inh; F = Xi reactivation; G = EWS-Fli inh; H = RAD52 anneal inh
CCOC(=O)NC(=S)Nc1cccc(NC(=S)NC(=O)OCC)c1
  A = .; B = 3; C = .; D = .; E = 11; F = 0.1; G = -8; H = -10

C[C@@H]1CN([C@@H](C)CO)C(=O)c2cc(/C=C/c3ccccc3)cnc2O[C@H]1CN(C)C(=O)Nc1ccccc1F
  A = -24; B = -3; C = 0.0; D = 0; E = .; F = -1.0; G = 0; H = 2

Other records:
Short forms – A = RAD54 branch; B = S100A4 MyoIIA; C = E-sel inducer; D = esBAF inh; E = FN deposition inh; F = Xi reactivation; G = EWS-Fli inh; H = RAD52 anneal inh
Cc1nnc(SCC(=O)NC(=O)NC(C)C)s1
  A = 9; B = -1; C = 0.1; D = 3; E = 13; F = -0.1; G = 5; H = -2

CC(NC(=O)COC(=O)CCC(=O)c1ccc(F)cc1)c1ccccc1 (configuration not stated)
  A = 3; B = -2; C = .; D = -8; E = -2; F = 0.2; G = 1; H = -15

Cc1nc(C)c(-c2csc(NCCc3ccccc3)n2)s1
  A = -1; B = -6; C = .; D = .; E = 1; F = .; G = .; H = -5

Cc1cccc(C(C)C)c1NC(=O)c1c(-c2ccccc2)noc1C
  A = -3; B = -3; C = -0.6; D = -9; E = -2; F = 0.0; G = .; H = 2

O=C1CC(N2CCN(Cc3ccc(Cl)cc3)CC2)C(=O)N1CCc1ccccc1 (configuration not stated)
  A = -6; B = -2; C = -0.1; D = .; E = 0; F = 0.0; G = -6; H = -9

O=S(=O)(Cc1ccccc1)NCC[C@H]1CC[C@H](NS(=O)(=O)c2ccc(F)cc2)[C@@H](CO)O1
  A = 0; B = -10; C = -0.3; D = 9; E = 3; F = 0.4; G = .; H = -8

O=C(CCNC(=O)c1ccc([N+](=O)[O-])cc1)NCCc1ccccc1
  A = -4; B = -2; C = .; D = 24; E = -16; F = -0.1; G = -14; H = -8

CCOCCCN(Cc1ccco1)S(=O)(=O)c1csc(C(N)=O)c1
  A = .; B = 1; C = .; D = -4; E = -1; F = 0.9; G = 1; H = -14

C/C=C/c1cnc2c(c1)C(=O)N([C@@H](C)CO)C[C@@H](C)[C@H](CN(C)Cc1ccccc1)O2
  A = 5; B = 6; C = 0.2; D = 4; E = 9; F = -1.2; G = 6; H = -1

Nn1c(SCC(=O)N2CCCC2=O)nnc1-c1cccs1
  A = .; B = -2; C = 1.6; D = .; E = 4; F = 0.2; G = -1; H = -1

CCC(=O)N1[C@H](CO)[C@@H](c2ccccc2)C12CN(Cc1nccs1)C2
  A = .; B = 2; C = -0.1; D = .; E = .; F = 0.0; G = 6; H = -16

Cc1ccccc1Nc1nnc(SCC(=O)c2c(N)n(C)c(=O)n(C)c2=O)s1
  A = .; B = -6; C = 0.4; D = .; E = 2; F = 0.0; G = 0; H = -28

Cc1ccc(NC(=O)C(=O)NCCc2c[nH]c3ccccc23)c(C)c1
  A = .; B = 8; C = .; D = 1; E = 0; F = -0.2; G = 26; H = -8

COc1cc([N+](=O)[O-])ccc1NC(=S)Nn1cnnc1
  A = -2; B = -1; C = 0.9; D = 5; E = -1; F = 0.0; G = .; H = -9

CCCN(C)C[C@H]1OCCCC[C@H](C)Oc2ccc(N(C)C)cc2C(=O)N([C@@H](C)CO)C[C@H]1C
  A = 10; B = -3; C = 0.0; D = -1; E = .; F = 0.2; G = 2; H = 6

C=CCC[C@@H](Cc1ccc(F)cc1)C(=O)OC[C@@H](Cc1ccccc1)NC(=O)[C@@H](CC=C)CC(=O)N[C@@H](CO)Cc1ccccc1
  A = 2; B = -4; C = -0.2; D = 10; E = 21; F = -0.1; G = 6; H = -3

CCc1nc2ccc(C(=O)NCCN3CCNC3=O)cn2c1N(CC)Cc1cccc(Br)c1
  A = -6; B = 1; C = 0.0; D = -3; E = -7; F = 0.0; G = 7; H = 2

O=C(Cc1ccccn1)NCC[C@H]1CC[C@H](NC(=O)Nc2ccc(C(F)(F)F)cc2)[C@H](CO)O1
  A = 1; B = -5; C = 0.2; D = 6; E = -11; F = 0.0; G = -9; H = -20

COCCNC(=O)/C(C#N)=C/c1c(N2CCN(c3cccc(Cl)c3)CC2)nc2c(C)cccn2c1=O
  A = 6; B = 0; C = 0.1; D = 0; E = 1; F = 0.0; G = 15; H = -46

C=C1[C@@H](CCO)N(S(=O)C(C)(C)C)C[C@@H]1C (some centres not stated)
  A = .; B = 6; C = .; D = .; E = 2; F = -0.2; G = 9; H = -10

CC1CN(c2nc3ccccn3c(=O)c2/C=C(\C#N)C(N)=O)CC(C)O1 (configuration not stated)
  A = 5; B = 4; C = .; D = -2; E = 8; F = -0.1; G = 2; H = -15

COc1ccc(S(=O)(=O)n2nc(-c3cc(OC)c(OC)c(OC)c3)cc2N)cc1OC
  A = -6; B = 5; C = 0.4; D = -9; E = 0; F = 0.2; G = 20; H = -5

CCCSCCCNC(=O)c1ccc(C)c(NC(=O)C2=C(C)OCCS2)c1
  A = 0; B = 3; C = -0.1; D = 2; E = 4; F = -0.1; G = -3; H = 2

COC(=O)c1cn(NC(=O)Cc2ccccc2Br)c(=O)c2ccccc12
  A = .; B = 1; C = -2.4; D = .; E = 11; F = 0.1; G = 7; H = -9

CCOC(=O)c1c(C)cc(C)[nH]c1=O
  A = .; B = -5; C = .; D = .; E = 6; F = 0.1; G = 4; H = -16

O=C(C1=C(O)C(=O)N(CC2CCCO2)C1c1ccccc1F)c1ccco1 (configuration not stated)
  A = 1; B = 10; C = 0.0; D = -6; E = -5; F = 0.2; G = -13; H = -7

O=C(c1ccc(=O)[nH]c1)N1CCN(S(=O)(=O)c2ccc3ccccc3c2)CC1
  A = 11; B = -3; C = 0.7; D = -1; E = 2; F = 2.0; G = -1; H = -9

CC(=O)/C(=N\Nc1ccccc1)Oc1ccc(Br)cc1
  A = -6; B = 9; C = 0.0; D = .; E = -4; F = 0.0; G = -3; H = -16

CN(C)C(=O)C[C@H]1CC[C@H]2[C@H](COc3ccc(NC(=O)C4CCCCC4)cc3C(=O)N2C)O1
  A = .; B = .; C = 0.0; D = -2; E = 2; F = 0.0; G = 4; H = .

CCC(=O)N(C)C[C@H]1Oc2cc(-c3ccccc3C)ccc2S(=O)(=O)N([C@@H](C)CO)C[C@@H]1C
  A = -5; B = 1; C = .; D = -1; E = .; F = 0.0; G = 0; H = -6

CC(NC(=O)c1cc2cc(F)ccc2[nH]1)c1ccccc1 (configuration not stated)
  A = 3; B = -6; C = .; D = 20; E = 9; F = 0.0; G = 7; H = -7

Six neighbouring entries from above, for reference:
Short forms – A = RAD54 branch; B = S100A4 MyoIIA; C = E-sel inducer; D = esBAF inh; E = FN deposition inh; F = Xi reactivation; G = EWS-Fli inh; H = RAD52 anneal inh
O=C(C1=C(O)C(=O)N(CC2CCCO2)C1c1ccccc1F)c1ccco1 (configuration not stated)
  A = 1; B = 10; C = 0.0; D = -6; E = -5; F = 0.2; G = -13; H = -7

O=C(c1ccc(=O)[nH]c1)N1CCN(S(=O)(=O)c2ccc3ccccc3c2)CC1
  A = 11; B = -3; C = 0.7; D = -1; E = 2; F = 2.0; G = -1; H = -9

CC(=O)/C(=N\Nc1ccccc1)Oc1ccc(Br)cc1
  A = -6; B = 9; C = 0.0; D = .; E = -4; F = 0.0; G = -3; H = -16

CN(C)C(=O)C[C@H]1CC[C@H]2[C@H](COc3ccc(NC(=O)C4CCCCC4)cc3C(=O)N2C)O1
  A = .; B = .; C = 0.0; D = -2; E = 2; F = 0.0; G = 4; H = .

CCC(=O)N(C)C[C@H]1Oc2cc(-c3ccccc3C)ccc2S(=O)(=O)N([C@@H](C)CO)C[C@@H]1C
  A = -5; B = 1; C = .; D = -1; E = .; F = 0.0; G = 0; H = -6

CC(NC(=O)c1cc2cc(F)ccc2[nH]1)c1ccccc1 (configuration not stated)
  A = 3; B = -6; C = .; D = 20; E = 9; F = 0.0; G = 7; H = -7
